Screens (PubChem)
LGR2 antag: inhibitors of bursicon-induced LGR2 CRE-luciferase signal, primary screen, cell-based, HEK293, CRE-luciferase reporter, bursicon stimulation; bursicon-stimulated, 4 h; AID 720647, 2013; inhibition, % at 9.99 µM; Drosophila bursicon receptor LGR2 (rickets); actives 0.35% (n = 380,000);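 active = drop in luminescence signal, shown as inhibition above about 50% in the replicate tests, limit read from the data, passing the limit was not always enough; inconclusive = probably only some replicates passing the limit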;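 note: agonist challenge used bursicon conditioned medium at about half maximal strength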
ARNT-TACC3 inh: disruptors of ARNT/TACC3 protein interaction, primary screen, biochemical, AlphaScreen, single concentration; Transforming acidic coiled-coil-containing protein 3 (Homo sapiens), Q9Y6A5; AlphaScreen His-ARNT PAS-B/GST-TACC3 binding, luminescence; TACC3 fragment carries E629A point mutation; inhibition, % at 9.99 µM; actives 0.66% (n = 390,000);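 active = mean inhibition of replicates at least 50% and at least half of replicates each reaching 50%; inconclusive = half or more replicates reach 50% but mean below 50%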;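 note: 0% = complete ARNT plus TACC3 wells and 100% = ARNT alone without TACC3; many hits fall short of the cut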
PAX8 reporter: inhibitors of PAX8-driven TPO luciferase reporter, primary screen, RMG-I cells, single concentration | SteadyGlo, 24 h | inhibition, % at 12.6 µM | actives 1.2% (n = 360,000);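 active = mean replicate inhibition at least 60% with every replicate also reaching 60%; inconclusive = only one of the two criteria is met; inactive = mean below 60% and not all replicates reaching 60%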;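 note: luciferase light reporting Pax8 driven TPO promoter activity; plate controls were median of neutral control wells for no effect and mitoxantrone controls for full effect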
C2C12 statin: suppressors of statin myotoxicity in C2C12 myotubes, primary screen, cell-based, single point, plate reader; C2C12 myotubes + simvastatin, ATP luminescence, 48 h; scaled: DMSO 0, geranylgeraniol control 100; rescue of ATP level, % at 7.49 µM; actives 0.78% (n = 330,000);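 active = mean ATP rescue above about 67%, or every replicate alone reaching that limit, limit read from the data, passing the limit was not always enough; inconclusive = no clear call, values can overlap the other calls; inactive = mean under the limit and some replicate under it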;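 note: myotubes were challenged with 10 µM simvastatin during compound exposure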
GSIS activator: GLuc luminescence reporter in INS-1E cells, primary screen for activators of glucose-dependent secretion of insulin | INS-1E GLuc reporter insulin secretion, 2-3 h | activation, % at 16.6 µM | actives 0.61% (n = 370,000) | AID 743287, 2014;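 active = lowest replicate activation of at least 40%, so every replicate reaches that level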;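 note: 0% = median of neutral control wells and 100% = median of IBMX positive control wells; some compounds called inactive have numbers as strong as hits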
PGC1a acetyl inh: inhibitors of PGC1a acetylation signal, primary screen, cell-based, U2OS, AlphaScreen, inhibitor mode; AlphaScreen anti-acetyl-lysine; with virally co-expressed GCN5 acetyltransferase; inhibition, % at 15.6 µM; AID 651687, 2012; actives 0.17% (n = 350,000);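 active = every replicate shows inhibition of at least 40%; inconclusive = mean inhibition at least 40% but some replicate below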;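 note: 0% = neutral control wells and 100% = positive control wells; some results beyond the cut were filed as inactive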
PglD inh: C. jejuni PglD acetyltransferase inhibitors, primary screen, biochemical, DTNB colorimetric, single point; inhibition, % at 12.5 µM; UDP-N-acetylbacillosamine N-acetyltransferase PglD (Campylobacter jejuni); AID 602405, 2012; purified PglD enzyme, DTNB colorimetric CoA detection; actives 0.098% (n = 360,000); in the data active = inhibition above about 16%, passing the limit was not always enough; inconclusive = no clear call, values can overlap the other calls; note: strong numbers were not always called active
Cneo AK release: Cryptococcus neoformans cell lysis inducers, primary screen, AK release luminescence, single concentration. C. neoformans lysis, adenylate kinase release luminescence, 4 h; normalised: neutral wells 0, clomiphene wells 100. lysis activity, % at 15 µM. actives 0.2% (n = 360,000);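 active = mean lysis activity across replicates of at least 80%, whatever share of replicates individually reach that level; inactive = mean lysis activity below 80%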
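Signal: Adenylate kinase release luminescence | Assay system: Log-phase Cryptococcus neoformans yeast cells | Input: Cells at 5 × 10^6 per mL | Buffer or medium: Fresh YPD growth medium | Compound: Single dose | Schedule: Static 4 h at 37 °C with compound, 1 h detection | Controls: Clomiphene | Read-out: Luminescence rise reflecting yeast cell lysis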
* hit, by the source's call; u = inconclusive; x = not tested or not shown; & = joins results of further samples.

SMILES	LGR2 antag	ARNT-TACC3 inh	PAX8 reporter	C2C12 statin	GSIS activator	PGC1a acetyl inh	PglD inh	Cneo AK release
O=C(OCc1ccc2c(c1)OCO2)c1cccc(S(=O)(=O)N2CCCCC2)c1	x	x	x	-6	x	-20	0	-2
COC(=O)COc1ccc(S(=O)(=O)N2CCCCCC2)cc1C	2	-8	-3	31	6	x	-1	-3
O=C1c2ccc3c4c(ccc(c24)C(=O)N1c1cccc(O)c1)C(=O)N(c1cccc(O)c1)C3=O	-3	-1	30	31	20	18	-7	0
CCCNC(=O)/C=C/c1ccc(C(C)C)cc1	-44	x	-75	x	-12	x	3	-1
N=c1c(C(=O)NCc2ccc(F)cc2)cc2c(=O)n3ccccc3nc2n1CC1CCCO1 (stereo unspecified)	x	14	x	-15	x	-10	-12	-1
C[C@H]1CN([C@@H](C)CO)C(=O)c2cc(-c3cccc(F)c3)cnc2O[C@H]1CN(C)C(=O)C1CCC1	-8	-11	5	9	15	0	-4	4
CC(=O)Nc1ccc(NS(=O)(=O)c2cc(-c3cnc(C4CC4)o3)ccc2C)cc1	-3	0	24	-22	10	3	-3	0
COC(=O)c1c(-c2ccncc2)csc1NC(=O)c1ccoc1C	x	4	x	22	x	-12	-10	-4
CC1CCc2c(sc3c2C2=NS(=O)(=O)CCN2C=N3)C1 (stereo unspecified)	x	-3	x	-6	x	-1	1	0
C[C@H]1CN([C@@H](C)CO)C(=O)Cc2cc(NC(=O)Cc3cn(C)c4ccccc34)ccc2O[C@@H]1CN(C)Cc1ccc(Cl)c(Cl)c1	3	x	x	142*	-1	-8	4	1
O=C1OC(NC(=O)c2ccccc2)C(n2cc(CO)nn2)=C1Cl (stereo unspecified)	x	0	x	21	x	-7	-1	1
CCOC(=O)N1CCN(C(=O)c2cccc(NC3=NC4CS(=O)(=O)CC4S3)c2)CC1 (stereo unspecified)	-8	-4	x	-14	0	19	-1	2
CCOc1ccc(Oc2ccccc2NC(=O)CCc2nc3ccccc3c(=O)[nH]2)cc1	-3	x	16	6	-44	2	1	4
CCCCNC(=O)CC1Nc2ccccc2NC1=O (stereo unspecified)	3	-3	14	0	11	-2	-1	-2
CO[C@@H]1CN(C)C(=O)c2ccc(NC(=O)C3CC3)cc2OC[C@@H](C)N(Cc2cc(F)ccc2F)C[C@H]1C	9	7	x	14	-36	2	0	-2
COc1ccc(C(CNC(=O)c2ccccc2C)N2CCCC2)cc1 (stereo unspecified)	x	-3	-19	-8	x	-16	-6	0
Cc1c(Cl)c([N+](=O)[O-])nn1CC(=O)NCc1cccnc1	-22	3	1	x	-6	u	x	x
COc1ccc(CCNC(=O)COC(=O)CSc2ccc([N+](=O)[O-])cc2)cc1OC	1	3	-3	1	46	-8	2	0
OC[C@@H]1[C@H](c2ccc(/C=C/c3ccccc3)cc2)[C@H]2CN(CCC(F)(F)F)CCCCN12	x	38	17	x	x	-67	2	10
CCSc1nc(-c2ccc(OC)cc2)n(-c2nc3ccccc3s2)n1	x	-4	0	28	x	x	-3	-1
Cc1noc(C)c1S(=O)(=O)Nc1ccc2c(c1)C(=O)N([C@H](C)CO)C[C@H](C)[C@@H](CN(C)C(=O)CCCN(C)C)OCCCC[C@@H](C)O2	-11	x	-13&-4	9	9	-1&1	10	0
Cc1cccc(NC(=O)NCC2CCN(c3ccc(S(=O)(=O)N4CCOCC4)cc3)CC2)c1	-21	x	14	-6	-5	x	-3	-2
Cn1cccc1/C=N/NC(=O)c1ccco1	x	6	-9	x	-7	5	x	x
O=C(COc1cccnc1[N+](=O)[O-])Nc1ccc2c(c1)CCC2	-23	32	-28	x	-16	1	2	1
CC(C)(C)CN1CCNC(=O)C1CC(=O)NCCc1ccccc1C(F)(F)F (stereo unspecified)	2	2	10	x	-5	1	x	x
CCOc1cc(CNn2c(C)nnc2SCC(=O)NC(C)(C)C)ccc1OCC(=O)NC(C)(C)C	-12	-2	3	7	-8	-23	-3	-2
COc1ccc(C(=S)N2CCOCC2)cc1OC(=O)c1cc([N+](=O)[O-])c(C)c([N+](=O)[O-])c1	x	-1	x	11	x	-9	-7	-1
Fc1cccc(NC(=S)NCC(c2cccnc2)N2CCOCC2)c1 (stereo unspecified)	9	-2	16	x	8	x	x	x
Cc1sc(NC(=O)CN2CCOCC2)c(C#N)c1C	16	x	-5	16	1	39	-3	4
Cc1cc(OC(C)C(=O)NCCCN2CCOCC2)ccc1Cl (stereo unspecified)	10	-10	0	-12	5	x	-2	10
COc1ccccc1N(CC(=O)NC(C)(C)C)C(=O)CCC(=O)Nc1ccccn1	-1	-5	-59	13	-12	x	4	1
COCC(=O)N(C)C[C@@H]1Oc2cc(C#CCC(C)C)ccc2S(=O)(=O)N([C@@H](C)CO)C[C@@H]1C	-1	-6	x	8	19	-8	0	0
Cc1noc(C)c1S(=O)(=O)Nc1ccc2c(c1)C(=O)N([C@@H](C)CO)C[C@@H](C)[C@H](CN(C)Cc1ccc(C(=O)O)cc1)OCCCC[C@@H](C)O2	-9	-12	-33	x	4	0	7	-3
COc1ccc(/C=N/NC(=O)c2ccco2)cc1COc1ccc(F)cc1	-1	-5	10	-2	-3	x	-5	3
COc1cc(OC)cc(-c2nnc(SCc3cccc(C(=O)O)c3)o2)c1	-4	3	x	35	46	16	x	x
O=C(CSc1nc2cc(Cl)ccc2o1)NCCc1ccccc1	x	4	x	27	-8	4	4	-5
CCOC(=O)/C(=C/Nc1ccccc1)[N+](=O)[O-]	-13	-1	x	1	18	x	0	3
COc1ccc(C(=O)Nc2ccc(S(=O)(=O)N3CCN(C)CC3)cc2)cc1[N+](=O)[O-]	-12	14	-2	-6	16	x	0	1
O=C(CN1C(=O)CSC1=O)N1CCc2ccccc2C1	x	30*	x	3	2	-8	-8	-1
O=C(O)Cc1ccc2sc(-c3ccccc3)nc2c1	4	-6	-21	x	5	1	5	-5
CCC(=O)Nc1ccc2c(c1)OC[C@H](C)N(C(=O)Cc1ccccn1)C[C@@H](C)[C@@H](OC)CN(C)C2=O	-15	-4	x	-1	9	1	-2	2
O=C(CSCc1ccccc1)N1CCN(S(=O)(=O)c2ccc(F)cc2)CC1	17	-3	-4	3	-2	x	-1	3
NC(=O)COC(=O)c1cc(-c2ccco2)nc2ccccc12	7	3	-12	5	21	13	5	2
CC(C)NC(=O)N1C[C@H]2[C@@H](c3ccccc31)[C@@H](CO)N2C(=O)NC(C)C	-3	-12	-23	6	3	5	2	-3
CCN(CC)S(=O)(=O)c1ccc2nc(CCl)[nH]c2c1	-5	1	1	8	1	-1	-3	2
C[C@@H]1CN([C@H](C)CO)C(=O)c2cc(NC(=O)NC3CCCCC3)ccc2O[C@@H]1CN(C)C	-14	2	-6	8	-8	10	-1	0
C[C@H](NC(=O)C[C@H]1C[C@@H]2c3cc(NS(=O)(=O)c4ccc(F)cc4)ccc3O[C@@H]2[C@H](CO)O1)c1ccccc1	14	-1	-14	4	-6	1	-2	-2
O=C(NNC(=O)c1ccccc1Cl)c1ccncc1	14	-3	7	-1	7	-5	3	-2
COc1cccc(-c2nc(NCC3CCCO3)c3ccccc3n2)c1O (stereo unspecified)	x	9	x	x	x	-27	0	-2
COc1ccccc1NC(=O)CSc1nnc2ccc(-c3cccnc3)nn12	13	-2	27	x	-6	13	1	3
COc1cccc(OC)c1C(=O)N[C@@H]1C(=O)N2[C@@H]1SC(C)(C)[C@@H]2C(=O)O	5	3	2	15	6	-1	-6	2
CCS(=O)(=O)N1CCC(C(=O)NCCN2CCOCC2)CC1	8	-18	3	x	16	x	x	x
CN1CCN(C(=O)c2cccc(S(=O)(=O)N3CCCCC3)c2)CC1	-15	-1	x	3	12	2	1	1
CCOC(=O)C1=C(C)NC(C)=C(C(=O)OCC)C1C1=COCCO1	x	-9	x	4	x	-6	6	1
CCCC[C@@H]1CNCCN1CCCc1cc(OC)c(OC)c(OC)c1	-8	1	0	-10	-22	11	-4	0
CCn1nnc(NC(=O)c2cccnc2)n1	x	1	x	-2	x	-41	10	-1
Cc1ccc(NC(=O)CCCC(=O)O)c(-c2nc3ccccc3[nH]c2=O)c1	-7	-5	9	0	0	x	-2	5
CCN1CCN(c2ccc(NC(=O)CCc3c(C)nc4c(-c5ccccc5)c(C)nn4c3C)cc2)CC1	25	-5	56	-20	x	-12	0	-2
CCOc1ccc(N2C(=O)CN=C2Nc2ccccc2Cl)cc1	x	-21	x	-8	x	15	1	2
COc1ccc(NC(=O)c2ccc(-c3c(C)noc3C)c3ccoc23)cc1	-28	x	-129	-3	-1	-25	4	-1
Cc1cccc(C)c1NC(=O)CNC(=O)CNC(=O)c1ccc2c(c1)OCO2	-24	-5	-4	4	31	x	-2	-3
C[C@H]1CN([C@@H](C)CO)C(=O)c2cccc(NC(=O)NC3CCCCC3)c2O[C@H]1CN(C)Cc1ccc(C(F)(F)F)cc1	28	1	x	x	-16	-7	3	-1

Among those listed so far, ten have fluorine:
SMILES	LGR2 antag	ARNT-TACC3 inh	PAX8 reporter	C2C12 statin	GSIS activator	PGC1a acetyl inh	PglD inh	Cneo AK release
N=c1c(C(=O)NCc2ccc(F)cc2)cc2c(=O)n3ccccc3nc2n1CC1CCCO1 (stereo unspecified)	x	14	x	-15	x	-10	-12	-1
C[C@H]1CN([C@@H](C)CO)C(=O)c2cc(-c3cccc(F)c3)cnc2O[C@H]1CN(C)C(=O)C1CCC1	-8	-11	5	9	15	0	-4	4
CO[C@@H]1CN(C)C(=O)c2ccc(NC(=O)C3CC3)cc2OC[C@@H](C)N(Cc2cc(F)ccc2F)C[C@H]1C	9	7	x	14	-36	2	0	-2
OC[C@@H]1[C@H](c2ccc(/C=C/c3ccccc3)cc2)[C@H]2CN(CCC(F)(F)F)CCCCN12	x	38	17	x	x	-67	2	10
CC(C)(C)CN1CCNC(=O)C1CC(=O)NCCc1ccccc1C(F)(F)F (stereo unspecified)	2	2	10	x	-5	1	x	x
Fc1cccc(NC(=S)NCC(c2cccnc2)N2CCOCC2)c1 (stereo unspecified)	9	-2	16	x	8	x	x	x
COc1ccc(/C=N/NC(=O)c2ccco2)cc1COc1ccc(F)cc1	-1	-5	10	-2	-3	x	-5	3
O=C(CSCc1ccccc1)N1CCN(S(=O)(=O)c2ccc(F)cc2)CC1	17	-3	-4	3	-2	x	-1	3
C[C@H](NC(=O)C[C@H]1C[C@@H]2c3cc(NS(=O)(=O)c4ccc(F)cc4)ccc3O[C@@H]2[C@H](CO)O1)c1ccccc1	14	-1	-14	4	-6	1	-2	-2
C[C@H]1CN([C@@H](C)CO)C(=O)c2cccc(NC(=O)NC3CCCCC3)c2O[C@H]1CN(C)Cc1ccc(C(F)(F)F)cc1	28	1	x	x	-16	-7	3	-1
